Source: PubChem BioAssay (National Center for Advancing Translational Sciences (NCATS))
A-T KAP1 phos: potential ataxia-telangiectasia treatments restoring KAP-1 phosphorylation; […] A-T fibroblasts, KAP-1 phosphorylation AlphaLISA; neocarzinostatin DNA damage 30 min before lysis; Potency, µM (top dose mostly 57.5 µM), without a hit: at the highest dose activation, hits mostly activators; 320,000 compounds, 0.19% hits; AID 485349; also: potency is read from the fitted curve at half-maximal effect; % of control where 0% means no effect; nearly all actives have a fitted effect of over 45% in size
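hTERT-immortalized A-T patient fibroblasts ([…]), 500 cells/well in OPTI-MEM, 1% FBS, got compounds for 60 min, then NCS for 30 min at 37C. Lysates were then assayed for phospho-KAP-1 by AlphaLISA (anti-pKAP1 donor, anti-KAP1 acceptor beads), 6 hr at 25C.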
hERG WT inh: inhibitors of human wildtype KCNH2 potassium channel. Q12809. U2OS, BacMam KCNH2, thallium flux FluxOr; active compounds read low. activity change, % at 1.84 µM. 340,000 compounds, 0.37% hits. AID 720551;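 active = maximum activity change below -70%; inconclusive = maximum activity change between -70% and -50%; inactive = maximum activity change above -50%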; also: % is scaled to controls: 0 for no effect and ±100 for the full control effect
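U2OS cells were transduced with wild-type KCNH2 virus (2.03 x 10^8 / mL) for 4 h at room temperature, then cultured overnight at 37 C. Thallium flux was read with FluxOr dye. Rate constants were normalized to DMSO controls.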
TSHR antagonist: human thyrotropin receptor antagonism; TSHR-expressing cells, TSH-stimulated cAMP HTRF, 2 h; active compounds read low; activity change, negative = inhibition, % at 11.5 µM; 330,000 compounds, 0.2% hits; AID 504810;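 active = activity change below a set negative limit, meaning inhibition stronger than a set level, cut at about -70% in these data; inconclusive = activity change between two set negative limits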; also: % is scaled to controls: 0 for no effect and ±100 for the full control effect
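Inhibition of cAMP made by TSHR-expressing cells under TSH stimulation (4nM final, EC80; 2 h, 37 deg C) is quantified with a one-step lysis HTRF kit, anti-cAMP cryptate versus cAMP-d2.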
Giardia killer: kills Giardia lamblia; Giardia lamblia trophozoite viability; activity change, % at 7.66 µM, hits read low; 340,000 compounds, 0.15% hits; in the data active = activity change below about -80%; inconclusive = between about -30% and that limit;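 also: parasites exposed to compound for two days anaerobically before the ATP read; % is scaled to controls: 0 for no effect and ±100 for the full control effect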
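Each well holds 100 Giardia trophozoites and compound. After two days (48 hrs) at 37 deg C in anaerobic conditions, ATP is quantified by luminescence.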
Chronic BCR inh: blocks chronic active B-cell receptor signaling; ABC-DLBCL IkBa-CBG/CBR reporter, luminescence ratio, 4 h; Potency, µM (series often up to 46.1 µM), for inactives: at the highest dose ratio change, negative = lower green/red ratio, actives largely listed as inhibitors; 340,000 compounds, 0.05% hits; active = well fitted inhibition curve with a large enough effect in the signal ratio, with a control signal flat, not every such curve was filed as active; inconclusive = small, poorly fitted or top-dose-only effect, or effect the other way, or a change in a side signal; the % refers to the signal ratio;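 also: potency is read from the fitted curve at half-maximal effect; plate controls were basal doxycycline-induced cells for no effect and cells given 10 µM MG132 for full effect; MG132 reads +100%, hits lower the ratio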
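Compounds up to 46 uM were incubated four hours with TMD8 cells whose green CBG68 luciferase is fused to IkappaBalpha; red CBR luminescence normalised the signal, and concentration-effect curves were fitted to fusion, red and ratio data.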
Coupling enz: counter-screen for Giardia aldolase inhibitors: coupling enzyme system; coupling enzyme system counterscreen, AmpLite Red fluorescence; activity change, negative = inhibition, % at 58.2 µM, hits read low; 290,000 compounds, 0.67% hits; in the data active = activity change below about -30%; also: % is scaled to controls: 0 for no effect and ±100 for the full control effect
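Counterscreen of the coupled detection system alone, without aldolase: glyceraldehyde-3-phosphate coupling enzymes plus AmpLite Red readout. Compounds at 57.5 uM final, 10 min RT preincubation, 20 min RT reaction, fluorescence 525/598 nm.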
GALK inhibitor: blocks human galactokinase activity | Purified GALK, Kinase-Glo residual ATP luminescence | Potency, µM (titrated, usually from 57.5 µM), for the others: at the highest dose activity change, negative = inhibition, most hits filed as inhibitors | P51570 | AID 1868 | 270,000 compounds, 0.007% hits; also: potency is read from the fitted curve at half-maximal effect; % is scaled to controls: 0 for no effect and ±100 for the full control effect
Target sequence (P51570 whole entry, looked up): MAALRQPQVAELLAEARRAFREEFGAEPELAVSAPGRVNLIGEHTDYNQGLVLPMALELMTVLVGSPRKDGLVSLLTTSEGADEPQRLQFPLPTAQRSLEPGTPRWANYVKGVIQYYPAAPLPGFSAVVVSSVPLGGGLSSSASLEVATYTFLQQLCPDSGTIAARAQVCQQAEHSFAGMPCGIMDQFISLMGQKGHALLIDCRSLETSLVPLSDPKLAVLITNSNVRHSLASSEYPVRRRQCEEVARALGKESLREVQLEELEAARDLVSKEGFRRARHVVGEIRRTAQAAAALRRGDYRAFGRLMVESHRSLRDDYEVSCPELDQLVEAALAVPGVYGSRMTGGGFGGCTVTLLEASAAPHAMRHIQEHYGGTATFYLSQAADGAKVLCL
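Galactose (100 uM) and ATP (35 uM) were turned over by 5 nM GALK for 1 h at RT. Kinase-Glo Plus then converted the remaining ATP into a luminescent signal.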
CXXC DNA block: blocks binding of human MLL CXXC domain to DNA; Q03164; MLL-CXXC / FITC-HOXA9 DNA fluorescence polarization; Potency, µM (top dose mostly 115 µM), without a hit: at the top dose activity change, negative = inhibition, usual class: inhibitors; 290,000 compounds, 0.037% hits; active = well fitted inhibition curve with a large enough effect in the polarisation, with a control signal flat, not every such curve was filed as active; inconclusive = small, poorly fitted or top-dose-only effect, or effect the other way, or a change in a side signal; inactive = no such curve, though single readings can be large or run the other way; the % refers to the polarisation; also: potency is read from the fitted curve at half-maximal effect
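Steps: dispense CXXC domain solution (7 uM) → pin compounds or unlabeled HOX-A9 DNA control → 5 min ambient → add FLSN-HOX-A9 solution (50 nM) → spin → 30 min ambient → fluorescence polarization. Tris pH 7.5/NaCl/DTT/BSA buffer.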
TCR act: activators of T cell receptors; primary human leukocytes, anti-CD3, IL-2 HTRF, 48 h; Potency, µM (doses to about 9.22 µM), for inactives: at the highest dose activation of IL-2 secretion, usual class: activators; 330,000 tested, under 10 active; also: % of control where 0% means no effect
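Primary human leukocytes were stimulated with a-CD3 beads plus compounds for 48 hr without co-stimulation; secreted IL-2 was quantified by HTRF using a-IL-2-K (europium cryptate) and a-IL-2-d2, excited at 320nm with acceptor emission read at 665nm.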
Tb PFK inh: T. brucei PFK enzyme inhibition | O15648 | T. brucei PFK, ADP-Glo luminescence | Potency, µM (doses to about 57.5 µM), inactives show at the top dose activity, negative = inhibition, actives largely listed as inhibitors | 330,000 compounds, 0.17% hits;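 also: potency is read from the fitted curve at half-maximal effect; 0% = uninhibited 1x PFK enzyme wells and -100% = no-enzyme wells; nearly all actives have a fitted effect of over 60% in size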
Target sequence (O15648 whole entry, looked up): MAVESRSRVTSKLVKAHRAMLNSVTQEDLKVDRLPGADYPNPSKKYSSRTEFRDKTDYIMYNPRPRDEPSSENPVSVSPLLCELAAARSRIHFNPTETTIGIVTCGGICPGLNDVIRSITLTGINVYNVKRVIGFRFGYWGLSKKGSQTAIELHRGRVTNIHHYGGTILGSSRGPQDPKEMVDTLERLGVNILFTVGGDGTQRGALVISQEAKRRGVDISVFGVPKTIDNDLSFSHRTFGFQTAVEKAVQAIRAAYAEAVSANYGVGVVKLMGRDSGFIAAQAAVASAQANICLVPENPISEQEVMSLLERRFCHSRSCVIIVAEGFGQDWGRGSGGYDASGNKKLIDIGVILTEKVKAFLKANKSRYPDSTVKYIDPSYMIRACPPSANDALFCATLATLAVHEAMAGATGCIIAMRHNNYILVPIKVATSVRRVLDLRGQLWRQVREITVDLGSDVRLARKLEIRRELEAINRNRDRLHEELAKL
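In TEA buffer at pH 8.0 with 5 mM MgCl2, enzyme (1.25 nM) converted F6P (0.5 mM) and ATP (0.1 mM) for 45 min at room temperature. ADP product was read by luciferase luminescence.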
* = called active by the depositor; u = inconclusive; x = not tested or not shown; & = joins results of further samples; [ ] = remark or other dose. Unless noted, calls follow the shape of the dose curve; as a rule, active = well fitted curve in the direction sought with a large enough effect; inconclusive = small, poorly fitted or top-dose-only effect, or another doubt; inactive = no such curve, though single readings can be large; an effect the other way counts as inactive or inconclusive.

SMILES	A-T KAP1 phos	hERG WT inh	TSHR antagonist	Giardia killer	Chronic BCR inh	Coupling enz	GALK inhibitor	CXXC DNA block	TCR act	Tb PFK inh
Cc1cc(C(=O)COC(=O)c2n[nH]c3ccccc23)c(C)n1CC1CCCO1 (stereo not drawn)	x	5	-9	u	u	-1	-1%	7%	1%	-2%
CCOC(=O)NC(=S)Nc1ccc(C(C)(C)C)cc1	12%	-4	10	16	u	-1	-1%	-2%	9%	8%
Cn1c(=O)c(=O)n(C)c2cc(N3CCOCC3)c(NS(=O)(=O)c3ccc(Br)cc3)cc21	2%	14	-9	7	-15%	-4	2%	17%	-10%	-3%
O=S(=O)(NCc1nc2ccccc2[nH]1)c1ccccc1	-4%	-16	-6	3	4%	x	-7%	1%	-1%	2%
Cc1cccc(-c2nc(CS(=O)CC(=O)NCCCSC3CCCCC3)c(C)o2)c1 (stereo not drawn)	-2%	-7	24	1	-2%	3	-4%	-1%	-7%	-1%
CCOC(=O)c1cc(C)sc1NC(=O)CSc1nccn1C	4%	1	9	-6	1%	x	-3%	0%	2%	2%
CCN(CC(=O)Nc1c(F)cccc1F)C(=O)c1cn2ccccc2n1	6%	-7	7	-9	5%	x	x	x	-1%	0%
COc1cc(C2CC(=O)Oc3c(C(CCN4CCCC(C)C4)c4ccc(N(C)C)cc4)c(OC)cc(OC)c32)cc(OC)c1OC (stereo not drawn)	-39%	8	5	0&-19	u	-1&1	4%	6%	3%	-7%
Cc1nc(SCC(=O)N2CCc3ccccc3C2)c2c(C)c(C)sc2n1	6%	1	-16	-6	u	3	0%	21%	-4%	2%
COCCN(C(=O)CSc1nnc(-c2ccccc2F)n1N)c1c(N)n(Cc2ccccc2)c(=O)[nH]c1=O	20%	-7	8	9	7%	x	0%	18%	-1%	1%
CS(=O)(=O)c1ccc(NC(=O)CCN2C(=O)NC3(CCCC3)C2=O)cc1	-6%	5	5	-8	-1%	x	x	x	x	-3%
Cc1cc(C)c2c(CC(=O)NC(C)C)coc2c1	-5%	-4	13	-15	u	6	2%	-1%	0%	4%
COC(Cc1n[nH]c(=S)n1-c1ccccc1)OC	0%	-13	0	3	-2%	4	3%	1%	-5%	0%
N=C1CCCN1CC(=O)c1cccs1	0%	1	1	-2	-3%	7	3%	8%	-2%	-3%
CC(C)CN1C(=O)C(=O)N(CC(=O)Nc2cccc(Cl)c2Cl)C1=O	-3%	-4	-1	-14	0%	x	x	x	-5%	-4%
CC(=O)Nc1cccc(NC(=O)c2ccccc2OCc2ccccc2)c1	0%	-8	-3	7	u	1	4%	2%	2%	0%
Cc1csc(=Nc2c(C)n(C)n(-c3ccccc3)c2=O)n1Cc1ccccc1	3%	2&5	-1	-10&-7	4%	-1	4%	8%	1%&0%	1%
CCCc1nnc(NC(=O)CSc2ncn[nH]2)s1	-1%	-7	-1	-4	u	1	0%	3%	1%	-1%
CN1c2cccc3cccc(c23)N(C)C1c1cccs1	29%	15	4	1	0%	-37*	-1%	-9%	1%	9%[0.46 µM]
O=C(O)c1ccccc1-c1ccccc1C(=O)Nc1ccc2c(c1)[nH]c(=O)c1ccccc12	-8%	1	-3	-3	u	0	0%	-4%	-7%	20%
COc1ccc(NC(=O)c2ccc([N+](=O)[O-])o2)cc1	17%	7	u	-95*	u	-3	-1%	9%	-6%	-2%
O=C(Cn1cnc2ccccc2c1=O)c1ccc(OC(F)F)cc1	11%	-10	27	-5	1%	2	0%	-8%	0%	0%
COc1cc(C(=O)Nc2ccc3nc4n(c(=O)c3c2)CCCCC4)cc(OC)c1OC	-6%	1	-9	-18	u	x	0%	6%	0%	-5%
CCCN(CCC)CCCNC(=O)CN1C(=O)CSc2ccc(S(=O)(=O)N3CCOCC3)cc21	2%	x	20	8	-6%	3	0%	-11%	8%	5%
COc1cccc(NC(=O)CN2C(=O)CSc3ccc(S(=O)(=O)N4CCC(C)CC4)cc32)c1	-2%	-1	11	-17	2%	1	9%	6%	-12%	-3%

For convenience, some entries already given:
SMILES	A-T KAP1 phos	hERG WT inh	TSHR antagonist	Giardia killer	Chronic BCR inh	Coupling enz	GALK inhibitor	CXXC DNA block	TCR act	Tb PFK inh
COCCN(C(=O)CSc1nnc(-c2ccccc2F)n1N)c1c(N)n(Cc2ccccc2)c(=O)[nH]c1=O	20%	-7	8	9	7%	x	0%	18%	-1%	1%
CS(=O)(=O)c1ccc(NC(=O)CCN2C(=O)NC3(CCCC3)C2=O)cc1	-6%	5	5	-8	-1%	x	x	x	x	-3%
Cc1cc(C)c2c(CC(=O)NC(C)C)coc2c1	-5%	-4	13	-15	u	6	2%	-1%	0%	4%
COC(Cc1n[nH]c(=S)n1-c1ccccc1)OC	0%	-13	0	3	-2%	4	3%	1%	-5%	0%
N=C1CCCN1CC(=O)c1cccs1	0%	1	1	-2	-3%	7	3%	8%	-2%	-3%
CC(C)CN1C(=O)C(=O)N(CC(=O)Nc2cccc(Cl)c2Cl)C1=O	-3%	-4	-1	-14	0%	x	x	x	-5%	-4%
CC(=O)Nc1cccc(NC(=O)c2ccccc2OCc2ccccc2)c1	0%	-8	-3	7	u	1	4%	2%	2%	0%
Cc1csc(=Nc2c(C)n(C)n(-c3ccccc3)c2=O)n1Cc1ccccc1	3%	2&5	-1	-10&-7	4%	-1	4%	8%	1%&0%	1%

New compounds follow
SMILES	A-T KAP1 phos	hERG WT inh	TSHR antagonist	Giardia killer	Chronic BCR inh	Coupling enz	GALK inhibitor	CXXC DNA block	TCR act	Tb PFK inh
N#Cc1c(OCC(=O)c2ccccc2)nc2c(c1-c1ccco1)CCc1ccccc1-2	7%	6	-6	1	7%	-7	-2%	12%	-2%[46.1 µM]	0%
NC(=O)NC(=O)C(OC(=O)CCNS(=O)(=O)c1ccccc1)c1ccccc1 (stereo not drawn)	22%	-1	3	-13	1%	x	x	x	3%	-3%
COCCn1c(SCC(=O)N2CCc3ccccc32)nc2c(c1=O)SC(C)C2 (stereo not drawn)	-24%	3	8	-7	0%	0	1%	15%	-192%	10%
COc1ccc(Cc2nc3ccc(C(=O)N4CCCC4)cc3o2)cc1	5%	8	13	4	2%	x	-8%	36%[activator]	-1%	-3%
COc1ccc(NC(=O)COC(=O)c2cc3c(s2)CCC3)cc1	1%	2	15	-23	2%	x	x	x	9%	u
O=C(/C=C/c1ccc(F)cc1)NCCCn1ccnc1	-9%	13	-6	32[activator]	1%	0	x	-1%	-1%	-13%
COc1ccc(CCNC(=O)C(=O)NCC2CCCO2)cc1 (stereo not drawn)	3%	-1	-6	-18	u	1	1%	2%	0%[46.1 µM]	2%
Cn1c2ccc(Cl)cc2c2nc3ccccc3nc21	-2%	-9	-14	-4	u	-3	2%	-17%	2%	0%
CC(CCc1ccccc1)NC(=O)CN1CCN(c2ccccc2)CC1 (stereo not drawn)	1%	-3	3	-4	3%	7	6%	u	1%	-5%
CC1=C(C(=O)O)N2C(=O)C(NC(=O)c3c(F)cccc3F)C2SC1 (stereo not drawn)	2%	-8	27	-20	0%	x	x	x	-3%	-4%
CNc1oc(-c2ccc(OCc3ccccc3)cc2)nc1C#N	16%	7	-2	11	u	1	2%	-13%	5%	-11%
O=C(Nc1cccc(S(=O)(=O)C(F)F)c1)c1ccc(S(=O)(=O)N2CCCCC2)cc1	-4%	-3	-13	19	-2%	0	7%	15%	-8%	-7%
Cc1csc(CNC(=O)CC2C(=O)NCCN2Cc2ccc(F)cc2Cl)n1 (stereo not drawn)	10%	1	-5	-4	u	x	-4%	3%	1%	-7%
Brc1c(CSc2nncc3ccccc23)nc2ccccn12	1%	-10	-8	13	u	-1	5%	8%	3%	-2%
Cc1ccc(C(=O)COC(=O)CCCC(=O)NC2CCCCC2)cc1[N+](=O)[O-]	3%	-1	-8	-12	4%	2	0%	9%	3%[46.1 µM]	u
CC(NC(=O)CNC(=S)N(Cc1ccccc1)Cc1cccnc1)c1ccccc1 (stereo not drawn)	0%	-5	-1	3	16%	-1	-3%	-3%	1%	4%
CCNC(=S)NCc1ccc2[nH]c(C)cc2c1	-4%	18	3	-18	u	0	x	4%	-10%	2%
Cn1cccc1Cc1nnc(SCC(=O)Nc2ccc(F)cc2)n1-c1ccc(F)cc1	2%	19	10	32[activator]	1%	2	-2%	2%	3%[46.1 µM]	0%
COC(=O)c1ccccc1NC(=O)c1cc(-c2cccs2)on1	0%	-7	-4	-5	-3%	1	3%	38%[activator]	-23%	0%
